C-LANA FP = inhibitors of KSHV LANA C-terminal domain DNA binding | AID 504423 | 340,000 tested, 0.078% active | MBP-C-LANA/FAM-LBS DNA binding, fluorescence polarization | inhibition, % at 9 µM;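 active = highest replicate inhibition at or above 60% at 9 µM, even if other replicates fall short; inactive = all replicates below 60% inhibition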;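 note: 0% = neutral control wells and 100% = 4 µM acridine orange control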
OPRM1-OPRD1 inv = mu-delta opioid heterodimer inverse agonism. inhibition, % at 9.3 µM. cell-based MOR-DOR heterodimer luminescence. 340,000 tested, 0.21% active; in the data active = inhibition above about 22%, passing the limit was not always enough;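 note: 0% = cells with DMSO and 100% = wells without cells with DMSO; values of inactives mirror those of a sister screen read the other way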
Wnt act = activators of Wnt/beta-catenin signaling. Wnt/beta-catenin reporter cell assay, activator, plate reader. activation, % at 9.35 µM. 300,000 tested, 1.2% active. AID 743398; in the data active = activation above about 30%, passing the limit was not always enough;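 note: 0% = neutral control wells and 100% = positive control wells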
RTF Ca sens act = cardiac RTF calcium sensitization; P19429+P45379; IANBD-labeled TnC RTF fluorescence at EC20 calcium; 0% EC20 calcium, 100% full calcium; activation, % at 7.2 µM; 340,000 tested, 0.24% active;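 active = activation above the mean over all tested compounds plus 3 SD, cut at about 30% in these data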;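 note: rise in fluorescence read as greater calcium sensitivity of cardiac thin filaments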
Arrestin-AP2 inh = blocks beta-arrestin peptide binding to AP2 adaptin; FITC-arrestin peptide / GST-AP2 beads, flow cytometry; AP2 beta2 appendage carries R879A mutation; inhibition, % at 10 µM; 340,000 tested, 0.31% active; AID 504490;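 active = inhibition above a set limit, near 3 SD of compounds lacking own fluorescence, cut at about 54% in these data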;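 note: plate controls were DMSO wells for no effect and 5 µM unlabelled arrestin peptide for full effect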
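test system = AP2 appendage R879A on GSH beads | buffer or medium = PBS plus Tween 20 (0.05%) and BSA (0.1%) | incubation = 12 min plus 1 h, RT | detection = bead flow cytometry, FITC channel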
RTF Ca sens inh = cardiac RTF calcium desensitization | P19429+P45379 | IANBD-labeled cardiac RTF, Ca2+ fluorescence | inhibition, % at 7.15 µM | 340,000 tested, 0.12% active | AID 493244;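 active = inhibition above the mean inhibition of all tested compounds plus 3 SD, cut at about 17% in these data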;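 note: assay run at fixed EC70 calcium of 1.6 mM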
MOR-DOR ag = OPRM1-OPRD1 heterodimerization agonism | 340,000 tested, 0.3% active | P35372+P41143 | cells, luminescence | activation, % at 9.3 µM; in the data active = activation above about 18%;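 note: 0% = vehicle-treated cells and 100% = reference agonist; values of inactives mirror those of a sister screen read the other way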
V-ATPase pHluor = regulators of yeast V-ATPase proton transport; S. cerevisiae, pHLuorin cytosolic pH fluorescence; 350,000 tested, 0.37% active; response, % at 10 µM; in the data active = response mostly above about 7.3%, no sharp cut-off; inactive = mostly below about 5.4%; note: actives read high; inactives centre near 0; some compounds called inactive have numbers as strong as hits; reference of the scale not given here
Pemphigus Ab inh = blocks pemphigus antibody binding to human desmoglein-3; 310,000 tested, 0.48% active; P32926; binding (percent of control), % at 10 µM; DSG3-coupled beads, scFv-anti-DSG3-GFP binding, flow cytometry; stronger effect = lower value;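 active = binding more than 3 SD below its plate's average and above zero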;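 note: hits lower antibody fragment binding to DSG3; some compounds called inactive have numbers as strong as hits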
Keap1-Nrf2 PPI = Keap1-Nrf2 (human) interaction inhibition; AID 504523; inhibition, % at 9.4 µM; Keap1 Kelch-Nrf2 peptide fluorescence polarization, 1536-well; 340,000 tested, 0.15% active; Q14145; in the data active = inhibition above about 12%;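 note: human Keap1 Kelch domain with fluorescein labeled Nrf2 9mer peptide probe; 0% = neutral control wells and 100% = peptide positive control; higher means more block of Keap1 binding to Nrf2 peptide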
Target sequence (Q14145 whole entry, looked up, the tested form may be a part): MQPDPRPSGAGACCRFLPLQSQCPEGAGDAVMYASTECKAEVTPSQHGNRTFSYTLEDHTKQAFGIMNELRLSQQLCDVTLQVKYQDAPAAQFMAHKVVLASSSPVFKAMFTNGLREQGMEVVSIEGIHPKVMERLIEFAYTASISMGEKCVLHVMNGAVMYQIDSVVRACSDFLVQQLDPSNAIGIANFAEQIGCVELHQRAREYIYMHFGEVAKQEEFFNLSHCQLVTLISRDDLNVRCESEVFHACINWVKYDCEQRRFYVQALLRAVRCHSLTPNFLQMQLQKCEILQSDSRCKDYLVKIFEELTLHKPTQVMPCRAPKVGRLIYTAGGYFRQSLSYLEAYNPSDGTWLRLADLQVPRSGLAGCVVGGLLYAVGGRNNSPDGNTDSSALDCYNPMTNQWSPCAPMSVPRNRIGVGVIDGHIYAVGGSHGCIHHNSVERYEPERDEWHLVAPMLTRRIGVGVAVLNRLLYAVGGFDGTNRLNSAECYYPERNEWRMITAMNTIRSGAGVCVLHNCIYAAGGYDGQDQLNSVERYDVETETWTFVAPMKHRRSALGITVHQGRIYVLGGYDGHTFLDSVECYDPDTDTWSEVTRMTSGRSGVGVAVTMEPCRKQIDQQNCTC
* marks the source's active call; other numbers are inactive results; / = not tested or not shown.

SMILES	C-LANA FP	OPRM1-OPRD1 inv	Wnt act	RTF Ca sens act	Arrestin-AP2 inh	RTF Ca sens inh	MOR-DOR ag	V-ATPase pHluor	Pemphigus Ab inh	Keap1-Nrf2 PPI
N=c1ccn(Cc2ccc(F)cc2)cc1	/	/	1	/	-8	/	/	2	86	/
COc1ccc(-c2csc(Cc3nnc(N4CCOCC4)n3-c3ccccc3)n2)cc1OC	0.1	-2	-2	0	24	-5	0.3	0	100	-4
COc1ccc(N=Cc2ccc[nH]2)cc1	0.1	-4	/	9	6	-2	0.8	8	117	1
Cc1ccc(NS(=O)(=O)c2ccccc2[N+](=O)[O-])cc1S(=O)(=O)N1CCCCC1	0.6	12	2	0	-10	-6	-2.4	1	/	-3
Cc1ccc(S(=O)(=O)N2CCCC2)cc1C(=O)NCCN1CCOCC1	-0.7	12	-2	3	3	0	-2.4	0	100	-6
Cc1noc(C)c1NC(=O)Nc1cccc2c1O[C@H](CN(C)S(=O)(=O)c1ccc(F)cc1)[C@@H](C)CN([C@H](C)CO)C2=O	3.9	16	1	-2	-6	-5	-2.8	2	103	0
CN1CCN(c2ccc(NC(=O)COc3ccccc3)cc2Cl)CC1	0.6	13	24	9	-8	-6	-2.5	-2	/	-7
CC(=O)c1c(C)[nH]c(C(=O)Nc2cccc3ccccc23)c1C	-1.0	11	-3	3	30	2	-1.9	1	105	6
COc1ccc(/C=N/NC(=O)c2ccc(Cn3cc([N+](=O)[O-])cn3)o2)c(OC)c1C	0.8	9	/	0	-7	-9	-1.7	1	96	3
CC1=C(C(=O)Nc2cc(C(=O)NCCC(C)C)ccc2C)SCCO1	1.4	9	-1	-3	2	2	-1.5	-2	95	-1
CCCSc1oc(-c2ccco2)nc1S(=O)(=O)c1ccccc1	0.0	9	4	2	-16	-3	-2.0	-1	115	1
O=C(NC1CCCCC1)C(c1ccccc1)N1CCOCC1 (centres undefined)	-0.2	15	-5	0	-10	-17	-3.0	0	104	-3
O=[N+]([O-])c1ccc2c(c1)C=C1CCCCC1(N1CCCC1)O2 (centres undefined)	-0.4	-22	-1	-3	-23	2	3.8	0	106	-5
CN(C(=O)c1ccco1)c1nnc(-c2ccc(F)cc2)s1	0.5	-13	7	-3	3	-6	1.7	4	114	5
CCN1CCN(c2ccc(NC(=O)c3ccccc3F)cc2Cl)CC1	6.6	12	7	-4	-16	3	-2.5	2	94	2
CC1=C(C(=O)N2CCOCC2)C(c2c(C)cc(C)cc2C)NC(=S)N1 (centres undefined)	1.3	2	-2	-2	17	-7	-0.4	-3	97	-4
COC(=O)c1cc(S(=O)(=O)NCCN2CCN(c3ccccc3F)CC2)c[nH]1	0.2	12	-1	-1	-14	-8	-2.3	-3	/	4
COC(=O)C1CC(=O)N(Cc2ccccc2)C1 (centres undefined)	2.0	0	1	0	2	-3	-0.1	0	99	4
CC(=O)Nc1nc2cc(C(N)=O)ccc2s1	1.4	12	4	-1	10	5	-2.3	3	106	-1
CC(C)Nc1ccc(-n2nc3ccccc3[n+]2[O-])cc1	23	3	40*	-4	-3	-7	-0.6	-3	99	-4
Cc1ccc(C)c(NC(=O)CSc2nnc(-c3cc(C)[nH]n3)n2N)c1	1.1	17	3	0	4	-4	-3.2	-4	100	-6
Cc1nnc(SCC(=O)Nc2ccc(O)cc2)c2ccccc12	0.7	9	0	-6	7	-3	-1.7	-5	106	0
c1ccc2cc(CCO[C@H]3CCCCO3)ncc2c1	0.4	8	15	-4	30	-8	-1.5	-5	108	-1
CC(=O)Nc1ccccc1-c1nc2ccc(C(=O)N3CCN(c4cccc(C)c4)C(C)C3)cc2[nH]c1=O (centres undefined)	-0.1	-7	-1	1	8	-10	1.2	-2	95	-4
CCNC(=O)N(CC)C[C@H]1N[C@@](CC)(C(=O)OC)[C@H]2C(=O)N(Cc3ccccc3)C(=O)[C@@H]12	-0.3	10	-1	-2	30	-4	-2.1	1	96	-3
Cc1ccc(-n2c(N)cc(=O)nc2SCC(=O)NC2CCCCC2)cc1C	0.7	7	0	-4	19	-1	-1.0	1	106	-5
C[n+]1ccc(C(=O)Nc2ccccc2Cl)cc1	1.9	12	-1	4	26	-10	-2.2	2	100	0
CCc1cccc2c1NC(=O)C21OCCO1	-4.4	7	1	4	15	-5	-1.5	-7	104	-6
COC(=O)c1c(NC(=O)C2CC2)sc(C(=O)Nc2ccccc2)c1C	0.3	2	12	0	-8	-9	-0.3	-1	97	3
CCOc1ccc(CC(=O)Nc2nccs2)cc1OCC	-0.6	13	-1	-3	-6	-4	-2.6	3	109	0

Records above that bear a hit mark in Wnt act:
| compound | C-LANA FP | OPRM1-OPRD1 inv | Wnt act | Arrestin-AP2 inh | MOR-DOR ag | V-ATPase pHluor | Pemphigus Ab inh | Keap1-Nrf2 PPI |
| --- | --- | --- | --- | --- | --- | --- | --- | --- |
| CC(C)Nc1ccc(-n2nc3ccccc3[n+]2[O-])cc1 | 23 | 3 | 40* | -3 | -0.6 | -3 | 99 | -4 |

(next part)
SMILES	C-LANA FP	OPRM1-OPRD1 inv	Wnt act	RTF Ca sens act	Arrestin-AP2 inh	RTF Ca sens inh	MOR-DOR ag	V-ATPase pHluor	Pemphigus Ab inh	Keap1-Nrf2 PPI
O=C(O)C1OC(Oc2cc3oc(-c4ccccc4)cc(=O)c3c(O)c2O)C(O)C(O)C1O (centres undefined)	-1.5	6	13	3	10	-4	-1.0	0	111	-6
Cc1nc(SCC(=O)O)n[nH]1	0.8	11	0	1	5	4	-2.1	-5	90	-1
COc1cc([C@@H]2CC=C(C(=O)O)CN2S(=O)(=O)c2ccc(C)cc2)cc(OC)c1OC	2.2	9	-1	3	3	4	-1.6	1	104	2
CCOC(=O)CSc1nc(C)cc2c1C(=O)OC2	0.0	3	-2	0	4	-7	-0.7	0	113	3
O=C1OC(N2CCN(C(=O)C3CCCO3)CC2)c2ccccc21 (centres undefined)	-0.9	-1	/	0	9	-10	0.2	10	86	0
Cc1ccccc1S(=O)(=O)Cc1ccc(C(=O)NC2CCCCCC2)o1	1.2	1	-2	1	3	4	-0.2	-4	107	-1
Cc1cccc(C2=NN(c3ccc(Br)cc3)[C@@H](C(=O)N3CCOC3=O)[C@@H]2c2ccc(F)cc2)c1	1.5	-12	-6	1	2	-5	2.1	-1	106	-5
O=C(NC1CC(=O)N(c2ccccc2)C1)C1CC1 (centres undefined)	1.2	16	-3	9	-12	-3	-3.0	8	94	3
Cc1cc(NC(=O)CSc2nc(C(C)(C)C)nc3ccccc23)no1	-0.1	6	-3	-2	13	5	-1.2	-2	102	-11
COc1ccc(C2N=C(c3ccccc3)C(C)(C)N2O)cc1OC (centres undefined)	0.7	25	/	-5	-4	5	-4.6	4	104	0
CC(C)(C)CC(=O)Nc1nnc(CCc2ccccc2)s1	-0.4	-1	9	-6	15	0	0.2	-3	118	-3
CN(CC(=O)Nc1ccc(Cl)c(C(F)(F)F)c1)C(=O)C1CC(=O)N(CCc2ccccc2)C1 (centres undefined)	-1.5	9	0	-2	-4	1	-1.4	-1	98	3
O=C(NCCS(=O)c1ccc(Cl)cc1)c1cccc(Cl)c1 (centres undefined)	0.2	/	-1	/	15	/	/	2	101	1
Cc1nc(N)nc(Nc2ccc(C#N)cc2)c1Br	-1.0	4	4	-3	6	-9	-0.8	-1	98	-1
COc1ccccc1N(C(=O)c1ccco1)C(C(=O)NC1CCCC1)c1cccs1 (centres undefined)	0.8	15	-3	2	25	-1	-2.4	-4	/	0
C(=N\n1cnnc1)/c1cccc(OCCOc2ccccc2)c1	1.7	2	/	0	-6	-12	-0.4	-10	96	2
C=CCN(CC=C)Cc1c(C)[nH]c2ccc(C(=O)OCC)cc2c1=O	-0.1	4	-1	1	-2	1	-0.7	-4	104	1
CC(=O)N1CCc2cc(Br)cc(S(=O)(=O)NCC3CCCO3)c21 (centres undefined)	-1.9	10	/	-2	12	2	-1.8	0	94	-1
Cc1cc(NC(=O)c2ccc3c(c2)OCO3)no1	-0.3	15	/	14	-2	0	-2.7	-1	101	-1
CCOC(=O)c1cc(-c2ccccc2)sc1NC(=O)COC(=O)c1ccc(Cl)c(S(N)(=O)=O)c1	0.2	-6	/	12	-27	-10	1.1	-1	98	-3
Cc1ccccc1Sc1ccc([N+](=O)[O-])cn1	0.2	-4	-1	2	-8	-1	0.7	-1	/	1
CN(CC(=O)Nc1ncn[nH]1)S(=O)(=O)c1ccc(Br)cc1	0.0	-1	-3	-6	17	1	0.3	3	108	1
Cn1cc(C(=O)Nc2ccc(F)c(Cl)c2)cn1	-0.2	13	/	7	9	-10	-2.5	6	/	-3
Cc1nc2ccccc2c(=O)n1/N=C/c1ccccc1Cl	-2.3	2	11	0	8	-5	-0.3	5	94	0
COc1ccc(CC(=O)OCn2nnc3ccccc3c2=O)cc1OC	0.4	10	-1	-1	-1	0	-2.0	-2	96	5
Cc1ccc(C(=O)Nc2ccccc2)cc1S(=O)(=O)Nc1ccc(Cl)cn1	2.2	6	-3	1	1	-4	-1.2	0	105	-2
O=c1oc(C2(O)CCCCC2)cc2ccc(/C=C/c3ccc(F)cc3)cc12	10.0	-23	3	1	6	4	4.2	-1	105	4
O=C(/C=C/c1ccc2c(c1)OCO2)c1cccnc1	-2.8	9	2	-3	-5	-4	-1.9	-1	109	-4
CC(=O)c1ccc(S(=O)(=O)NCCCC(=O)N(C)Cc2ccc3c(c2)OCO3)cc1	-0.8	3	-3	5	-9	-22	-0.5	-5	104	-1
COC(=O)C1=C(C)N(C)C(=O)NC1c1cccc2ccccc12 (centres undefined)	-0.1	-4	-2	0	8	-3	0.8	-5	107	5

Among those listed so far, 2 contain a tert-butyl group.
SMILES	C-LANA FP	OPRM1-OPRD1 inv	Wnt act	RTF Ca sens act	Arrestin-AP2 inh	RTF Ca sens inh	MOR-DOR ag	V-ATPase pHluor	Pemphigus Ab inh	Keap1-Nrf2 PPI
Cc1cc(NC(=O)CSc2nc(C(C)(C)C)nc3ccccc23)no1	-0.1	6	-3	-2	13	5	-1.2	-2	102	-11
CC(C)(C)CC(=O)Nc1nnc(CCc2ccccc2)s1	-0.4	-1	9	-6	15	0	0.2	-3	118	-3

Next compounds
SMILES	C-LANA FP	OPRM1-OPRD1 inv	Wnt act	RTF Ca sens act	Arrestin-AP2 inh	RTF Ca sens inh	MOR-DOR ag	V-ATPase pHluor	Pemphigus Ab inh	Keap1-Nrf2 PPI
CCn1c2ccccc2c2cc([N+](=O)[O-])ccc21	0.9	6	1	-6	-4	4	-1.1	0	110	0
O=C(NCCCn1ccnc1)c1ccc(Br)c(S(=O)(=O)N2CCOCC2)c1	1.8	-5	-9	-2	11	-6	0.9	4	105	5
Cn1nc(-c2ccccc2)c(C#N)c1Sc1cccc(Cl)c1	-0.3	-14	-3	-3	3	-12	2.3	-1	100	1
c1ccc(OCCN2CCOCC2)cc1	-0.6	18	0	6	6	1	-3.8	-1	99	-3
CC(=O)Nc1ccc(NC(=O)CSc2nnc3ccc(-c4cccnc4)nn23)cc1	2.4	-5	2	-4	37	-9	0.7	-3	103	7
CCOc1ccc(NC(=O)CN(C)C(=O)c2cc([N+](=O)[O-])ccc2N2CCCCC2)cc1OCC	-2.0	-1	1	-5	-5	-3	0.2	-2	105	1
COc1ccc2c(c1)OC(=O)CC2c1cc(OC)c(OC)c(OC)c1 (centres undefined)	1.1	14	-1	-1	-3	-14	-2.9	-1	97	1
